PG9 binder = binds the HIV-1 gp120 antibody PG9 | TR-FRET gp120-PG9 antibody binding | inhibition, % at 6.7 µM | 360,000 tested, 0.43% active; in the data active means inhibition above about 8.5%
sPLA2-III inh = Blocks human group III sPLA2 activity; 370,000 tested, 0.56% active; inhibition, % at 12.2 µM; AID 743126; QFRET BODIPY PC-A2 liposome hydrolysis, fluorescence;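 active means inhibition above mean plus 3 SD of compounds lying within the high and low control bounds, cut at about 19% in these data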;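 further: 0% = median of test compound wells and 100% = no enzyme DMSO wells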
hgDAF12 agonist = hgDAF-12 agonism, primary luciferase screen | HEK293 GAL4-hgDAF12 UAS-luciferase reporter, agonist luminescence; normalized to butyrate control | AID 687014 | 370,000 tested, 1.8% active | activation, % at 6.8 µM;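 active means activation above a cutoff set at the mean of all screened compounds plus 3 SD, cut at about 10% in these data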;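 further: 0% = DMSO wells and 100% = sodium butyrate wells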
hcDAF-12 act = activates DAF-12 receptor from parasite H. contortus | HEK293 hcDAF-12 lit1-tk-luc reporter, luminescence; 0% DMSO, 100% Δ7-dafachronic acid | activation, % at 6.8 µM | 370,000 tested, 1.4% active | AID 652067;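 active means activation above the mean of all tested compounds plus 3 SD, cut at about 5.5% in these data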;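 further: 100% = response to 3 µM Δ7-dafachronic acid high control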
GAA850 FXN act = increases GAA850 frataxin promoter reporter activity. 360,000 tested, 0.56% active. HEK293 lucGAA850 FXN promoter luciferase reporter, 24 h; percent of 10 µM SAHA response. activation, % at 6 µM;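 active means activation above the average of all compounds screened plus 3 SD, cutoff fixed separately per campaign, cut at about 7.5% in these data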;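 further: 0% = DMSO wells and 100% = 10 µM SAHA wells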
SMARCA2 act = increases SMARCA2 function in MMTV reporter cells | activation, % at 9.1 µM | MG213 cells, MMTV-luciferase reporter, dexamethasone, overnight | AID 652017 | 370,000 tested, 1% active; in the data active means activation above about 7.8%;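 further: 0% = vehicle wells and 100% = reference activator wells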
Rev-erbA mod = Rev-erb alpha (human) modulation | AID 1259318 | P20393 | 370,000 tested, 0.79% active | Rev-erbα–FITC-DNA binding, fluorescence polarization, 90 min | activity, % at 10 µM;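 active means activity above about 14%, limit read from the data; passing the limit was not always enough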;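 further: 0% = DMSO wells with 35 nM protein and 100% = DMSO wells with 750 nM protein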
DAX1 inh-1 = inhibitors of human orphan nuclear receptor DAX1 (NR0B1) | HEK293 Gal4-DAX1 luciferase reporter, luminescence | AID 504766 | P51843 | inhibition, % at 6.75 µM | 340,000 tested, 0.99% active;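 active means inhibition above the mean over all tested compounds plus 3 SD, cut at about 4.2% in these data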;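 further: 0% = DAX1-transfected cells with DMSO and 100% = empty-vector control cells with DMSO; inhibition shows as a rise in luminescence from relieved DAX1 repression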
DAX1 inh-2 = inhibitors of DAX1 repression of SF-1 activated StAR promoter; inhibition, % at 6.8 µM; HEK293T StAR-luciferase reporter, SF-1/DAX-1 repression relief; AID 652010; 370,000 tested, 1.1% active;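 active means inhibition above the mean over all tested compounds plus 3 SD, cut at about 3.6% in these data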;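 further: 0% = DAX-1 cells with DMSO and 100% = cells lacking DAX-1 with DMSO; higher inhibition means more luminescence from relief of DAX-1 repression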
PLCb3 inh = blocks human PLC-beta3 enzyme activity; Q01970; Purified PLC-beta3, fluorogenic substrate, fluorescence; inhibition, % at 12.2 µM; 370,000 tested, 0.18% active; AID 720704; in the data active means inhibition above about 11%;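 further: 0% = median of compound wells on plate and 100% = full blocker control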
Target sequence (Q01970 whole entry, looked up): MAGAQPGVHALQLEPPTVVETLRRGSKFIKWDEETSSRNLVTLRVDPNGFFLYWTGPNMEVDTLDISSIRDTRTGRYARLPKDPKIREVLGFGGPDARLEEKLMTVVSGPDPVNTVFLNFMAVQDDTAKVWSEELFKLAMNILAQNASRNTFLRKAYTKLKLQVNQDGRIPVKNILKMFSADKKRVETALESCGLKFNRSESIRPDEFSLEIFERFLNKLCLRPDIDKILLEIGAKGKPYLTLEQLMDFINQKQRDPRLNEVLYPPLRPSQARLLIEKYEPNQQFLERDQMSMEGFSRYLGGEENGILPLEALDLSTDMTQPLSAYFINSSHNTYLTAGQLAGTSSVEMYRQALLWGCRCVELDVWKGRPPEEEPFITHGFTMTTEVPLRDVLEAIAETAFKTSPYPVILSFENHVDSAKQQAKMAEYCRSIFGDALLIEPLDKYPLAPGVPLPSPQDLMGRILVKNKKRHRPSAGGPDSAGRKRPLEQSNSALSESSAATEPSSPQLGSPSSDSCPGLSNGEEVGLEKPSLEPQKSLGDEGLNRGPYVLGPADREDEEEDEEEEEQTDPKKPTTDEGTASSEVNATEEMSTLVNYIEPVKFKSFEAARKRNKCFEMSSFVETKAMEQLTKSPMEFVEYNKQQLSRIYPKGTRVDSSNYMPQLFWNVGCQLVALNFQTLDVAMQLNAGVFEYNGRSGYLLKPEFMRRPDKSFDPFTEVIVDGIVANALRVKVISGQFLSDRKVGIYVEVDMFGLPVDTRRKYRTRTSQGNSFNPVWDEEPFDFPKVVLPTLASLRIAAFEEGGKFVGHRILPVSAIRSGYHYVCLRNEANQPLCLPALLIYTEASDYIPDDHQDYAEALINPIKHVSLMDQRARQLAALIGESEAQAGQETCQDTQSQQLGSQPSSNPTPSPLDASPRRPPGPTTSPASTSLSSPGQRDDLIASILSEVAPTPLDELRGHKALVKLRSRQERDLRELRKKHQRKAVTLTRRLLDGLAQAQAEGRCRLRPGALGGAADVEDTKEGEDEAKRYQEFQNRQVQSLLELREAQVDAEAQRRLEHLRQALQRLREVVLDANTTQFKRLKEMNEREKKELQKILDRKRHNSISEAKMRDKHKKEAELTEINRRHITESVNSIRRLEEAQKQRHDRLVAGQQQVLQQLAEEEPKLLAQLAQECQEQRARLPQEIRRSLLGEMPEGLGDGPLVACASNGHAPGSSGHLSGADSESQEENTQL
ssDAF-12 act = S. stercoralis DAF-12 activation, primary screen | 370,000 tested, 1% active | HEK293 ssDAF-12/GRIP1 lit1-tk-luc reporter, luminescence; % of 3 µM dafachronic acid response | activation, % at 6.8 µM | AID 652126;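 active means activation above the mean over all tested compounds plus 3 SD, cut at about 0.9% in these data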;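 further: 0% = DMSO-only wells and 100% = 3 µM delta7-dafachronic acid wells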
* = called active by the depositor; · = not tested or not shown. Rows were taken by chance; overall some 7% were active at least once.

SMILES | PG9 binder | sPLA2-III inh | hgDAF12 agonist | hcDAF-12 act | GAA850 FXN act | SMARCA2 act | Rev-erbA mod | DAX1 inh-1 | DAX1 inh-2 | PLCb3 inh | ssDAF-12 act
Cc1ccc(NC(=O)C(C)OC(=O)/C=C/c2ccccc2)cc1S(=O)(=O)N1CCOCC1 (stereo unspecified) | -1.6 | -23.5 | -0.1 | 0.1 | -1.6 | 1.0 | -4.3 | 2.1 | -0.3 | -6.6 | -1.5
CC(C)c1ccc(C(=O)N2CCCCC2c2cc(C(=O)NCc3cccnc3)no2)cc1 (stereo unspecified) | 1.0 | 1.9 | -1.7 | -1.9 | 0.3 | -3.3 | 3.1 | · | -0.3 | -1.8 | -1.6
Cc1ccc2c(c1)-c1[nH]c(=S)ncc1CS2 | 1.6 | 9.7 | 0.7 | -0.8 | 1.4 | -5.4 | -3.9 | 1.5 | -0.1 | -11.2 | -1.6
COc1ccc(NC(=O)C23CC4CC(C2)CC(n2cnc(Br)n2)(C4)C3)c(OC)c1 | 0.6 | 4.3 | -3.5 | -2.4 | -2.9 | -2.0 | 0.8 | -0.3 | 0.0 | 2.1 | -1.2
Cc1cc(Br)ccc1OCC(=O)NNC(=O)Cc1ccccc1 | -1.0 | -13.9 | 2.1 | -1.4 | 1.4 | 8.9* | -0.9 | 2.4 | -0.4 | 2.8 | -1.6
COc1cccc(NC(=O)COC(=O)CCOc2ccccc2OC)c1 | -1.7 | -3.4 | 1.5 | -1.9 | 0.4 | 3.6 | 8.1 | -1.1 | -0.1 | -0.3 | -2.0
Oc1c(CN2CCN(c3ccc(F)cc3)CC2)cc(Cl)c2cccnc12 | 3.4 | 14.5 | -11.3 | -1.1 | -0.3 | -4.7 | -0.7 | -3.4 | -3.1 | -12.3 | -1.3
COC(=O)c1ccc(/C=N/OCC(=O)NC2CCCCCCC2)cc1 | -1.2 | -10.0 | -0.3 | -0.9 | 2.6 | -1.4 | 0.4 | -0.6 | 0.6 | -4.7 | -1.2
CN(C)C(=O)c1ccc(NC(=O)c2cncc(Br)c2)cc1 | 0.3 | 2.2 | 6.8 | -0.7 | 1.9 | 2.7 | 3.8 | 1.5 | 0.7 | 1.6 | -1.5
O=C(Nc1cccc(NC(=O)c2ccccc2F)c1)c1ccccc1 | -0.1 | -4.6 | -1.4 | -2.4 | -1.2 | 1.1 | 10.6 | -0.6 | -0.2 | -1.5 | -1.1
Cc1cc(C(=O)NC2CCCCCC2)c2ccccc2n1 | -1.6 | 8.0 | 2.6 | 1.8 | -0.3 | -2.1 | 0.0 | -0.2 | 0.1 | -0.8 | -0.7
CC1(C)CC(NS(=O)(=O)OCC(Cl)(Cl)Cl)c2cc(C#N)ccc2O1 (stereo unspecified) | -0.6 | -7.0 | 0.7 | -1.8 | 0.6 | -1.1 | -1.9 | 2.5 | -0.1 | 1.4 | -0.9
CCOC(=O)N1CCN(C(=O)CCc2nc3sc4c(c3c(=O)[nH]2)CCCC4)CC1 | -1.0 | 4.0 | -0.4 | -1.5 | 0.3 | -0.6 | -3.1 | 0.2 | -0.2 | -5.7 | -1.9
Cc1ccccc1N=CC=C1OC(C)(C)C(C)(C)O1 | -2.2 | -11.4 | 0.0 | 1.8 | 2.0 | -2.2 | 1.9 | -0.2 | -0.5 | -41.1 | -0.5
CC1CN(C(=O)c2ccccc2NS(=O)(=O)c2ccc(Cl)cc2)CC(C)O1 (stereo unspecified) | 0.9 | 0.5 | -1.3 | -0.4 | -0.2 | -1.2 | 0.2 | 0.5 | 0.1 | -3.8 | -1.7
O=C(CN1C(=O)C2C3c4ccccc4C(c4ccccc43)C2C1=O)N1CCOCC1 (stereo unspecified) | -1.8 | 2.1 | 1.0 | -0.9 | -0.7 | 2.4 | 3.2 | 0.1 | -0.2 | 3.4 | -1.6
Cc1ccc(-c2cc(-c3ccccc3)nc(Cl)n2)cc1 | 0.7 | 1.8 | 3.4 | 6.0* | 2.1 | -2.1 | 1.0 | -0.6 | 0.9 | -1.1 | -0.1
CC(C)(C)c1ccc(C#C[C@@H]2C=C[C@H]3OC(=O)CC/C=C/CCC(=O)OC[C@H]3O2)cc1 | -0.7 | 2.1 | -0.9 | 0.5 | · | -2.1 | -1.5 | · | 1.0 | -0.8 | -1.1
COc1ccc([C@H]2N[C@]3(CCCN(Cc4ccc(Br)cc4)C3=O)[C@H]3C(=O)N(Cc4ccccc4)C(=O)[C@@H]23)cc1 | 0.0 | -10.8 | -1.3 | -1.9 | -7.6 | -3.1 | -2.9 | 0.4 | -1.2 | 0.4 | -1.4
COc1ccccc1NC(=S)N1CCNC(=O)C1CC(=O)Nc1cccc(C)c1 (stereo unspecified) | -1.1 | -2.3 | 2.1 | -1.7 | 2.1 | -0.7 | -5.0 | -0.4 | 0.0 | -4.0 | -1.3
CC(=O)NCCC(=O)NCC1(N(C)Cc2ccccc2)Cc2ccccc2C1 | -3.5 | 0.8 | 0.0 | 1.0 | 0.5 | 1.9 | -1.3 | 0.5 | 1.1 | -2.6 | -1.6
CC(=O)Nc1nc2ccc(C(=O)NC3CCCCC3)cc2s1 | -2.6 | 7.8 | -0.1 | -0.2 | 0.9 | 1.2 | -3.6 | 0.4 | -1.6 | -0.6 | -0.8
CC(=O)C1=C(O)C(=O)N(c2ccc(Br)cc2)C1c1ccc(Br)cc1 (stereo unspecified) | 6.1 | -1.8 | 5.2 | -0.7 | -1.2 | 0.5 | -3.8 | 1.0 | 0.5 | -29.6 | -0.1
CN(Cc1cn(C)c2ccccc12)C(=S)Nc1cc(F)cc(F)c1 | -0.8 | 3.5 | 1.9 | 4.3 | -0.2 | -1.6 | -3.3 | -0.1 | 0.1 | -5.1 | 1.2*
O=C1NC(=S)SC1=C1CCCC1 | 0.4 | 6.1 | 0.1 | -0.8 | 1.3 | 0.7 | -2.0 | -0.4 | 0.0 | 3.7 | -1.3
O=C(c1ccc(Cn2cc(Cl)c([N+](=O)[O-])n2)cc1)N1CCN(Cc2ccccc2)CC1 | -2.2 | -14.1 | -2.2 | -3.1 | -0.7 | -3.8 | -1.7 | -0.3 | -1.0 | -2.6 | -1.6
CC(C)NC(=O)C1(C)CSCC(=O)N1C1CC1 (stereo unspecified) | -1.5 | 1.8 | -2.5 | -1.7 | · | 3.3 | -0.9 | · | 0.5 | 0.5 | -0.9
Cc1ccc(SC2=C(N(C)C)C(=O)c3ccccc3C2=O)cc1 | -3.1 | 17.1 | 4.6 | 2.5 | -3.3 | -2.2 | 4.3 | -0.6 | -2.3 | -8.7 | -0.8
COCCn1nnnc1C(c1cc2cc(OC)c(OC)cc2[nH]c1=O)N1CCN(c2ccc(O)cc2)CC1 (stereo unspecified) | -0.5 | -10.7 | -0.1 | -0.3 | 2.3 | 2.1 | -1.5 | 0.6 | 0.5 | -41.2 | -0.8
CCCS(=O)(=O)NC(=O)C1(C)CCCN(C(=O)c2cc(C)nn2C(C)(C)C)C1 (stereo unspecified) | 0.6 | 0.1 | -2.1 | -0.2 | -0.4 | -1.8 | -9.5 | · | -1.0 | 0.3 | -0.7
O=C(c1cccc(F)c1)N1CCN(S(=O)(=O)c2ccc(C(F)(F)F)cc2)CC1 | 1.0 | 4.6 | 0.8 | -1.2 | -0.6 | -2.6 | -3.2 | -1.1 | -0.7 | 2.0 | -1.6
Cc1cc(C)cc(OC2CCCCC2NS(=O)(=O)c2ccccc2)c1 (stereo unspecified) | -0.3 | -13.5 | -3.7 | -0.6 | 2.2 | 0.4 | 9.6 | -1.2 | -0.4 | 1.0 | -1.6
Cc1cc(Br)ccc1OCC(=O)NNC(=O)CCc1ccccc1 | 0.9 | -11.8 | -1.0 | 0.7 | 2.0 | -1.9 | 1.0 | 0.5 | -0.3 | -1.8 | -1.8
COc1ccc2ccccc2c1/C=N/NC(=O)c1cccc(C)c1 | -2.6 | 14.1 | 1.2 | -1.4 | -0.7 | 0.6 | -1.2 | 1.9 | 0.1 | -17.2 | -1.7
CC(NC(=O)COC(=O)c1nc(Cl)ccc1Cl)c1ccccc1 (stereo unspecified) | -0.4 | -1.5 | -0.4 | -0.5 | 1.4 | -2.5 | 9.3 | 1.6 | -1.0 | 2.1 | -0.8
COc1cccc(NC(=O)c2nn(C34CC5CC(CC(C5)C3)C4)cc2[N+](=O)[O-])c1 | -0.9 | -3.3 | -2.0 | -2.1 | 1.5 | 1.0 | 1.6 | -1.7 | -0.9 | 4.3 | -1.6
Cc1cc(=O)n(-c2ccc(O)cc2)[nH]1 | -2.5 | -3.8 | -6.2 | -4.1 | 0.8 | -0.2 | -6.7 | -1.9 | -1.5 | 3.7 | -1.9
Cc1nc2nc(C)c(CCC(=O)NCCC3=CCCCC3)c(C)n2n1 | 1.0 | 1.4 | 4.0 | -2.4 | -0.8 | -1.8 | -1.8 | 0.4 | -0.9 | -1.7 | -0.8
COc1ccc(C2Nc3ccccc3C(=O)N2Cc2ccccc2)cc1COc1ccccn1 (stereo unspecified) | -0.5 | -0.4 | -1.7 | 0.0 | -1.6 | -3.2 | -0.7 | 2.9 | -0.6 | -338.3 | 0.6
COc1ccc(Cl)cc1-c1nc(-c2ccncc2)no1 | 3.2 | -2.8 | 1.3 | -0.3 | 2.2 | 1.2 | 29.9* | 1.3 | -0.7 | -0.6 | -1.4
CCC(=O)c1ccc(OCC(O)Cn2nc(C)cc2C)cc1 (stereo unspecified) | 0.1 | -2.8 | 0.3 | 0.7 | 1.8 | 0.6 | 0.1 | -0.3 | 0.2 | -6.4 | -0.4
CN1CCN(CCCNC(=O)Nc2ccc([N+](=O)[O-])cc2)CC1 | -3.2 | 0.7 | 1.8 | -2.5 | 0.8 | -1.6 | 8.6 | -1.2 | -0.6 | 0.0 | -0.8
Fc1ccc(F)c(Cn2ccc3ccc(-c4ccc5ccn(Cc6cc(F)ccc6F)c5c4)cc32)c1 | · | 1.2 | -1.2 | -0.2 | · | -1.6 | -1.7 | · | -0.7 | -22.8 | -0.5
O=[N+]([O-])c1cccnc1S(=O)(=O)c1ccccc1 | -0.3 | 3.5 | -4.1 | -1.4 | -3.9 | -8.8 | -2.6 | -3.6 | -1.2 | 1.1 | -1.2
COc1ccc(CCNC(=O)C2CC(c3cc(C(F)(F)F)cc(C(F)(F)F)c3)=NO2)cc1 (stereo unspecified) | -0.1 | -1.3 | 0.6 | -0.4 | 0.6 | 1.2 | -6.3 | 1.0 | -0.4 | -2.0 | -1.2
CCN(C(=O)COC(=O)c1cc(Cl)ccc1OC)c1c(N)n(Cc2ccccc2)c(=O)[nH]c1=O | 2.1 | 4.2 | 1.1 | 0.0 | -0.5 | -1.5 | -3.0 | 0.6 | 0.0 | -4.6 | -0.6

From PubChem
